From PubChem
SARS 3CLpro inh – SARS-CoV 3CLpro protease inhibitors, primary screen, biochemical, quenched FRET. AID 1706, 2009. 290,000 compounds, 0.14% hits. recombinant SARS-CoV 3CLpro, quenched FRET peptide cleavage. inhibition, % at 6 µM; in the data active = inhibition above about 12%
BH1578 lux ind – inducers of Vibrio cholerae quorum light production without autoinducers, primary screen, BH1578 luxS cqsA deficient, single point | V. cholerae BH1578 lux reporter, luminescence, 6 h | activation, % at 18.7 µM | 350,000 compounds, 0.16% hits | AID 588436, 2011; in the data active = activation mostly above about 9.7%, no sharp cut-off; inconclusive = no clear call, values can overlap the other calls; inactive = mostly below about 3.7%; also: not every result past the cut was called active; inactives centre near 0; reference of the scale not given here
TcdB inh – TcdB glycohydrolase inhibitors, primary screen, biochemical, single point, plate reader; inhibition, % at 9.99 µM; TcdB glycohydrolase enzymatic assay; Toxin B (Clostridioides difficile), P18177; AID 652162, 2013; 350,000 compounds, 0.24% hits; in the data active = inhibition above about 10%
PfHsp40 rescue – rescue of yeast from PfHsp40 toxicity, primary screen, S. cerevisiae, ATP luminescence. AID 504582, 2011. 340,000 compounds, 0.68% hits. growth rescue, % at 12.5 µM. S. cerevisiae expressing PfHsp40, growth rescue; in the data active = growth rescue above about 28%, passing the limit was not always enough; inconclusive = no clear call, values can overlap the other calls;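 also: yeast W303a lacking pdr1 and pdr3 grown in galactose medium; growth measured after three days at 30 °C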
BoNT-A LC inh2 – BoNT/A light chain protease inhibitors, primary screen, biochemical, flow cytometry, MLPCN library; inhibition, % at 10 µM; 360,000 compounds, 0.17% hits; multiplex microsphere protease substrate cleavage; AID 588499, 2011; also: plate controls were buffer without enzyme for full effect and enzyme alone for no effect
Yp Topo-I inh – Yersinia pestis topoisomerase I inhibitors, primary screen, biochemical, cleavage product accumulation, plate reader, single point; Y. pestis Topo-I cleavage product accumulation; DNA topoisomerase I (Yersinia pestis CO92); 360,000 compounds, 0.064% hits; activity, % at 10 µM; in the data active = activity above about 50%, passing the limit was not always enough; inconclusive = no clear call, values can overlap the other calls; also: inactives centre near 2
Anthrax LF prot – Bacillus anthracis LF protease inhibitors, primary screen, biochemical, multiplex microsphere, MLPCN library; AID 588501, 2011; multiplex microsphere protease cleavage assay; inhibition, % at 10 µM; Lethal factor (Bacillus anthracis), P15917; 360,000 compounds, 0.12% hits; also: plate controls were buffer without enzyme for full effect and enzyme alone for no effect
PrPC surface inh – inhibitors of human cell surface prion protein PrPC, primary screen, cell-based, TR-FRET; inhibition, % at 13.8 µM; TR-FRET read-out; 370,000 compounds, 0.43% hits; AID 720596, 2013; in the data active = inhibition above about 24%; also: 0% = median of the test wells and 100% = reference compound wells
SSB-PriA inh – inhibitors of Klebsiella pneumoniae PriA binding to SSB C-terminal tail, primary screen, biochemical, AlphaScreen | PriA–SSB C-terminal tail interaction (Klebsiella pneumoniae) | AlphaScreen SSBct-PriA binding, biotinylated peptide | inhibition, % at 33 µM | 430,000 compounds, 0.6% hits; in the data active = inhibition mostly above about 37%, no sharp cut-off; inactive = mostly below about 20%;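 also: plate controls were negative control peptide for no effect and reference peptide for full effect; strong numbers were not always called active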
* = called active by the depositor; & = joins results of further samples. Rule as the data show it, unless noted: active = inhibition above about 30%; inconclusive = no clear call, values can overlap the other calls; inactive = below that. An excerpt; the hit share may differ from the screen's.

What do the screens show for `CCOc1ccc(NC(=S)N2CCC(NC(=O)C3CCCCC3)CC2)cc1`?
SARS 3CLpro inh: 2.7; BH1578 lux ind: -0.1; TcdB inh: 1.0; PfHsp40 rescue: 15.6; BoNT-A LC inh2: 3.4; Yp Topo-I inh: 2.8; Anthrax LF prot: 8.5; PrPC surface inh: -5.9; SSB-PriA inh: -3.3

How did Cc1ccc(C(=O)Nc2ccc(Cl)cn2)cc1 do in these assays?
SARS 3CLpro inh: 0.7; BH1578 lux ind: -0.5; TcdB inh: 1.2; PfHsp40 rescue: 3.1; BoNT-A LC inh2: -0.4; Yp Topo-I inh: 2.2; Anthrax LF prot: -2.0; PrPC surface inh: -2.5; SSB-PriA inh: -9.3

Results for COC(=O)CCN(C1CCCCC1)S(=O)(=O)c1ccc(S(=O)(=O)N2CCCCC2)cc1 ?
SARS 3CLpro inh: -6.8; BH1578 lux ind: -3.6; PfHsp40 rescue: 0.6; BoNT-A LC inh2: 0.1; Yp Topo-I inh: -9.3; Anthrax LF prot: 1.8; PrPC surface inh: 0.3; SSB-PriA inh: 0.2

Results for COc1ccc(CNC(=O)c2ccc(Cl)c(NC3=NC4CS(=O)(=O)CC4S3)c2)cc1 (stereo not given) ?
SARS 3CLpro inh: 3.0; BH1578 lux ind: inactive; TcdB inh: 0.1; PfHsp40 rescue: -0.4; BoNT-A LC inh2: -0.2; Yp Topo-I inh: -0.1; Anthrax LF prot: -5.9; PrPC surface inh: 1.6; SSB-PriA inh: -5.3

How did CCc1ccc(NC(=O)Nc2c(C)n(C)n(-c3ccccc3)c2=O)cc1 do in these assays?
SARS 3CLpro inh: -0.9; BH1578 lux ind: inactive; TcdB inh: 0.4; PfHsp40 rescue: 0.4; BoNT-A LC inh2: -0.6; Yp Topo-I inh: -4.3; Anthrax LF prot: 2.2; PrPC surface inh: 0.0; SSB-PriA inh: -5.1

What do the screens show for `Cc1ccccc1C(=O)N1CCC(C(=O)Nc2sccc2C(N)=O)CC1`?
BH1578 lux ind: inactive; TcdB inh: 0.1; PfHsp40 rescue: 0.1; BoNT-A LC inh2: 4.2; Yp Topo-I inh: 9.3; Anthrax LF prot: -4.6; PrPC surface inh: 0.8; SSB-PriA inh: 0.4

Results for CC(=O)Oc1cccc(C(=O)Nc2ccc3c(c2)C(=O)N(CC2CCCO2)C3=O)c1 (stereo not given) ?
SARS 3CLpro inh: 2.3; BH1578 lux ind: -0.6; TcdB inh: 0.5; PfHsp40 rescue: -0.1; BoNT-A LC inh2: -1.5; Yp Topo-I inh: -6.3; Anthrax LF prot: -2.6; PrPC surface inh: -6.5; SSB-PriA inh: -5.3

How did Cc1cc(N2CCCC2)nc(-c2ccccc2O)n1 do in these assays?
SARS 3CLpro inh: 0.6; BH1578 lux ind: inactive; PfHsp40 rescue: 0.6; BoNT-A LC inh2: 0.1; Yp Topo-I inh: 12.9; Anthrax LF prot: 0.5; PrPC surface inh: 1.0; SSB-PriA inh: -22.6

How did Oc1ccccc1N1CCN(c2ncnc3scc(-c4ccc(F)cc4)c23)CC1 do in these assays?
SARS 3CLpro inh: 8.3; BH1578 lux ind: -0.4; TcdB inh: 2.2; PfHsp40 rescue: 2.0; BoNT-A LC inh2: 0.1; Yp Topo-I inh: 21.2; Anthrax LF prot: -1.9; PrPC surface inh: 11.1; SSB-PriA inh: 7.0

What do the screens show for `O=C(NC(=S)NCCC1=CCCCC1)c1cccnc1`?
SARS 3CLpro inh: -3.3; BH1578 lux ind: 3.6; TcdB inh: 3.1; PfHsp40 rescue: -0.8; BoNT-A LC inh2: -0.8; Yp Topo-I inh: 13.9; Anthrax LF prot: -1.9; PrPC surface inh: -5.7; SSB-PriA inh: 3.4

What do the screens show for `Cc1c(Cl)c([N+](=O)[O-])nn1CC(=O)NC1CCCCC1`?
SARS 3CLpro inh: -0.9; BH1578 lux ind: inactive; PfHsp40 rescue: 1.9; BoNT-A LC inh2: 0.3; Yp Topo-I inh: -0.2; Anthrax LF prot: 4.9; PrPC surface inh: -10.8; SSB-PriA inh: -3.7

How did O=C1C(CCCNC(=S)NCc2ccccc2)NC(=S)N1Cc1ccccc1 (stereo not given) do in these assays?
SARS 3CLpro inh: 8.5; BH1578 lux ind: inactive; TcdB inh: 0.0; PfHsp40 rescue: 0.4; BoNT-A LC inh2: 0.1; Yp Topo-I inh: -5.8; Anthrax LF prot: -2.4; PrPC surface inh: -4.7; SSB-PriA inh: 15.5

Results for C=CCN1C=C2C(=O)C(C)(OC(=O)c3ccc(OC)cc3)C(=O)C(c3ccco3)=C2C=C1CCCC (stereo not given) ?
BH1578 lux ind: inactive; TcdB inh: -0.8; PfHsp40 rescue: -1.7; BoNT-A LC inh2: 1.3; Yp Topo-I inh: -0.2; Anthrax LF prot: -9.7; PrPC surface inh: 10.4; SSB-PriA inh: -1.9

What do the screens show for `COc1ccc(OC)c(S(=O)(=O)Nc2ccc3c(c2)OCCO3)c1`?
BH1578 lux ind: -0.9; TcdB inh: 0.9; BoNT-A LC inh2: 0.5; Yp Topo-I inh: 4.8; Anthrax LF prot: -2.4; PrPC surface inh: -3.1

Results for O=C(OCc1cn(Cc2ccccc2)nn1)c1ccccc1 ?
BH1578 lux ind: 11.1; TcdB inh: 2.9; PfHsp40 rescue: 1.9; BoNT-A LC inh2: -0.3; Yp Topo-I inh: 5.3; Anthrax LF prot: -1.7; PrPC surface inh: 0.7; SSB-PriA inh: -2.8

What do the screens show for `CNC(=O)c1cc(S(=O)(=O)Nc2ccc3c(c2)OCCO3)ccc1C`?
SARS 3CLpro inh: 4.6; BH1578 lux ind: inactive; TcdB inh: 0.3; PfHsp40 rescue: 1.3; BoNT-A LC inh2: -2.7; Yp Topo-I inh: 4.3; Anthrax LF prot: -3.3; PrPC surface inh: 5.5; SSB-PriA inh: -4.7

Results for Cc1onc(-c2ccccc2Cl)c1C(=O)NNC(=O)c1ccc(F)cc1 ?
SARS 3CLpro inh: -2.6; BH1578 lux ind: -0.3; TcdB inh: 0.9; PfHsp40 rescue: -0.3; BoNT-A LC inh2: -0.7; Yp Topo-I inh: -12.1; Anthrax LF prot: -4.0; PrPC surface inh: -5.2; SSB-PriA inh: -9.0

Results for C=CCn1c2ccccc2c2nn(C)c(=S)nc21 ?
SARS 3CLpro inh: 4.6; BH1578 lux ind: -0.6; TcdB inh: 0.9; PfHsp40 rescue: -1.3; BoNT-A LC inh2: -0.5; Yp Topo-I inh: 0.5; Anthrax LF prot: -4.8; PrPC surface inh: -3.0; SSB-PriA inh: 3.7

How did Brc1ccc2nc(-c3ccccc3)c(Cc3ccsc3)n2c1 do in these assays?
TcdB inh: -0.4; BoNT-A LC inh2: 24.7; Anthrax LF prot: 19.2; PrPC surface inh: 2.4

Results for O=C1C2CCCCN2C(=O)N1CCCN1CCN(c2ccc(F)cc2)CC1 (stereo not given) ?
SARS 3CLpro inh: -1.8; BH1578 lux ind: 2.4; TcdB inh: 0.2; PfHsp40 rescue: -0.3; BoNT-A LC inh2: -1.4; Yp Topo-I inh: 1.6; Anthrax LF prot: 3.4; SSB-PriA inh: -1.2

How did CCOC(=O)c1ccc(S(=O)(=O)N2CCC(C(=O)OCC)CC2)cc1 do in these assays?
SARS 3CLpro inh: -8.4; BH1578 lux ind: -0.5; TcdB inh: 1.7; PfHsp40 rescue: -2.1; BoNT-A LC inh2: -0.4; Yp Topo-I inh: 3.0; Anthrax LF prot: 0.0; PrPC surface inh: -3.8; SSB-PriA inh: -8.8

How did CC(=O)Nc1cccc(/C(C)=N/NC(=O)c2ccc(NS(=O)(=O)c3cccs3)cc2)c1 do in these assays?
SARS 3CLpro inh: 3.1; BH1578 lux ind: -0.4; TcdB inh: -1.9; PfHsp40 rescue: 0.1; BoNT-A LC inh2: 0.1; Yp Topo-I inh: -7.6; Anthrax LF prot: -2.9; PrPC surface inh: 6.0

What do the screens show for `CCCc1cc(=O)oc2cc(C)cc(OCC(=O)Nc3ccc(S(N)(=O)=O)cc3)c12`?
SARS 3CLpro inh: -1.8; BH1578 lux ind: 0.5; TcdB inh: -1.7; PfHsp40 rescue: -1.2; BoNT-A LC inh2: 1.4; Yp Topo-I inh: 0.4; Anthrax LF prot: -2.3; PrPC surface inh: -2.1; SSB-PriA inh: 8.7

What do the screens show for `O=C(N/N=C/c1ccncc1)c1cc([N+](=O)[O-])cc([N+](=O)[O-])c1`?
SARS 3CLpro inh: 0.4; BH1578 lux ind: -0.9; PfHsp40 rescue: -0.8; BoNT-A LC inh2: -0.2; Yp Topo-I inh: -0.4; Anthrax LF prot: -1.2; PrPC surface inh: 7.2

How did COc1ccc(N2CCN(C(=O)C(CCSC)N=C3NS(=O)(=O)c4ccccc43)CC2)cc1 (stereo not given) do in these assays?
SARS 3CLpro inh: -2.5; BH1578 lux ind: -0.2; PfHsp40 rescue: -1.0; BoNT-A LC inh2: 0.1; Yp Topo-I inh: 11.9; Anthrax LF prot: -2.6; PrPC surface inh: -8.7; SSB-PriA inh: 13.4

What do the screens show for `Cc1cc(SCc2ccccc2Cl)nc(=O)[nH]1`?
SARS 3CLpro inh: 0.4; BH1578 lux ind: 0.3; TcdB inh: -0.7; PfHsp40 rescue: 1.4; BoNT-A LC inh2: 0.4; Yp Topo-I inh: 1.4; Anthrax LF prot: -0.9; PrPC surface inh: 10.1; SSB-PriA inh: 5.4&-1.0

How did CCc1ccc2c(c1)NC(=O)C2(C)Cc1cccc(F)c1 (stereo not given) do in these assays?
BH1578 lux ind: -0.8; TcdB inh: 1.0; BoNT-A LC inh2: -0.4; Yp Topo-I inh: -2.4; Anthrax LF prot: -1.9; PrPC surface inh: 3.3

How did COc1ccccc1CN(C)C(=O)c1cnc(C)cn1 do in these assays?
SARS 3CLpro inh: 0.0; BH1578 lux ind: inactive; TcdB inh: 0.6; PfHsp40 rescue: -0.2; BoNT-A LC inh2: -1.8; Yp Topo-I inh: -3.0; Anthrax LF prot: 3.9; PrPC surface inh: -3.9; SSB-PriA inh: 6.0

Results for CC(C)(C)C(=O)OCc1nc(-c2ccc(F)cc2)cs1 ?
SARS 3CLpro inh: 5.5; BH1578 lux ind: inactive; TcdB inh: 1.2; PfHsp40 rescue: -1.7; BoNT-A LC inh2: -0.9; Yp Topo-I inh: -0.3; Anthrax LF prot: -9.0; PrPC surface inh: 11.9; SSB-PriA inh: -41.2

What do the screens show for `O=C(Nc1ccc(S(=O)(=O)N2CCOCC2)cc1)C1CCN(S(=O)(=O)c2ccc(F)cc2)CC1`?
BH1578 lux ind: -0.4; TcdB inh: 3.5; PfHsp40 rescue: 1.8; BoNT-A LC inh2: 4.6; Yp Topo-I inh: 3.5; Anthrax LF prot: -0.3; PrPC surface inh: 4.7; SSB-PriA inh: -6.4

Results for CN1CCN(C(=O)c2cc3c(=O)n4ccccc4nc3s2)CC1 ?
SARS 3CLpro inh: -3.5; BH1578 lux ind: -4.0; TcdB inh: 0.8; PfHsp40 rescue: -1.2; BoNT-A LC inh2: 0.4; Yp Topo-I inh: 3.4; Anthrax LF prot: -2.3; PrPC surface inh: -15.0; SSB-PriA inh: -1.0

What do the screens show for `Cc1ccc2c(c1)sc(=NC(=O)c1cccs1)n2C`?
SARS 3CLpro inh: 1.6; BH1578 lux ind: -0.2; TcdB inh: 1.0; PfHsp40 rescue: -0.1; BoNT-A LC inh2: -0.1; Yp Topo-I inh: inconclusive; Anthrax LF prot: -7.4; PrPC surface inh: -6.3; SSB-PriA inh: -12.1
